Source: PubChem (National Center for Advancing Translational Sciences (NCATS))
MCF10A rerep: induces DNA re-replication in MCF 10a normal breast cells; MCF 10A DNA re-replication, Hoechst nuclear intensity, 48 h; Potency, µM (top dose mostly 46.1 µM), without a hit: at the highest dose activity, positive = re-replication, usual class: activators; 350,000 tested, 2.9% active; AID 624296; also: potency is read from the fitted curve at half-maximal effect; % of control where 0% means no effect; nearly all actives have a fitted effect of over 50% in size
KB-3-1 tox: kills parental KB-3-1 adenocarcinoma cells | KB-3-1 viability, CellTiter-Glo ATP luminescence, 72 h | Potency, µM (titrated, usually from 46.1 µM), inactives show at the top dose activity change, negative = cytotoxic, hits mostly cytotoxic | 400,000 tested, 1.4% active; also: potency is read from the fitted curve at half-maximal effect; % is scaled to controls: 0 for no effect and ±100 for the full control effect; nearly all actives have a fitted effect of over 60% in size
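Cells are dispensed, compounds pinned in, plates held at 37 °C for 72 h, then CellTiter-Glo is added and luminescence read after 10 minutes. Cell line: parental KB-3-1 in phenol-red-free DMEM, 10% FBS.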
WRN helicase inh: WRN helicase (human) inhibition; Q14191; WRN helicase unwinding, fluorescent forked duplex, kinetic; Potency, µM (doses to about 114 µM), for the others: at the top dose activity change, negative = inhibition, usual class: inhibitors; 360,000 tested, 0.46% active; also: potency is read from the fitted curve at half-maximal effect; % is scaled to controls: 0 for no effect and ±100 for the full control effect; nearly all actives have a fitted effect of over 55% in size
Target sequence (Q14191 whole entry, looked up): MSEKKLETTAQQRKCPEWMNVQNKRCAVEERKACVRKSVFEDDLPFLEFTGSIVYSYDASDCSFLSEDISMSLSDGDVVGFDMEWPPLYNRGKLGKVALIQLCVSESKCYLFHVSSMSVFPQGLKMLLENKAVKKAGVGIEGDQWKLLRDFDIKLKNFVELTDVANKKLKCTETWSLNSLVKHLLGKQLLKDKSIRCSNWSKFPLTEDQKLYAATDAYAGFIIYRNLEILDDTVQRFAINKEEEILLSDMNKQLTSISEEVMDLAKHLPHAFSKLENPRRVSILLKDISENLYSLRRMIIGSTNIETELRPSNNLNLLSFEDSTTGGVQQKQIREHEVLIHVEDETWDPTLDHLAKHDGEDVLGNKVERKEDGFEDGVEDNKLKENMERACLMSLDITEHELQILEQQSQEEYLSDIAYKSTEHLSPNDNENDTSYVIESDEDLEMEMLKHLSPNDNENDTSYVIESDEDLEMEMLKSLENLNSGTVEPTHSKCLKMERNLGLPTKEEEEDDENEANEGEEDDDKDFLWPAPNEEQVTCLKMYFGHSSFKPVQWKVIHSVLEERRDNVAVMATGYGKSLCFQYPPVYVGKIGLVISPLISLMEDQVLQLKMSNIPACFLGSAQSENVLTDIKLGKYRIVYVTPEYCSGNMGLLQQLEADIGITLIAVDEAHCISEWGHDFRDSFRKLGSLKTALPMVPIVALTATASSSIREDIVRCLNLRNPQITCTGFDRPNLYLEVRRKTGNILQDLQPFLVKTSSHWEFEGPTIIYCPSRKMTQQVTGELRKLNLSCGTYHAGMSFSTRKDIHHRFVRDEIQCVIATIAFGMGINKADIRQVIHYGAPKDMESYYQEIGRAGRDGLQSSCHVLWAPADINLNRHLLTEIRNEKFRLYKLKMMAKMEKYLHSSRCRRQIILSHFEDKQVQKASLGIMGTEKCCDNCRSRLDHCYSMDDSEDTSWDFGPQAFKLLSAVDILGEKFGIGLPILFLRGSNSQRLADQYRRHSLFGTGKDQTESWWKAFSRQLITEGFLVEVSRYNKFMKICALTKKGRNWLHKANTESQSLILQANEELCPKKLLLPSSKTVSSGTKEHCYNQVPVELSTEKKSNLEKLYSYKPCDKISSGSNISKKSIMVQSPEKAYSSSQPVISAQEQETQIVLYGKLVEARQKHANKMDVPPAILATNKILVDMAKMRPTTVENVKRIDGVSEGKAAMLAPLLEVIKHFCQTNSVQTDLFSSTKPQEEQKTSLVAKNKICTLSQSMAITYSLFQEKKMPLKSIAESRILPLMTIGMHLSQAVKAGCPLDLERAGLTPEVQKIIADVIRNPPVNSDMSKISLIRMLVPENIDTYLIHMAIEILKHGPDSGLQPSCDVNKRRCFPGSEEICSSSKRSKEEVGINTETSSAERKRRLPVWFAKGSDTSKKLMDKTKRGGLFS
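Fluorescence dequenching readout, ex 525 nm/em 598 nm, kinetic mode: forked duplex DNA (100 nM final) with adjacent fluorophore and quencher unwound by WRN (20 nM final) with 2 mM ATP. Compound preincubation 15 min, room temperature.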
SW480 rereplic: inducers of DNA re-replication in SW480 colon cancer cells. SW480 DNA re-replication, Hoechst DNA content imaging, 48 h. Potency, µM (top dose mostly 46.1 µM), for the others: at the highest dose re-replication activation, usual class: activators. 340,000 tested, 1.8% active. AID 624297; also: potency is read from the fitted curve at half-maximal effect; % of control where 0% means no effect; nearly all actives have a fitted effect of over 55% in size
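250 cells/well; 23 nL cpd via pin tool; 48 hr, 37 C, 5% CO2; Hoechst 40 min; imager read of total nuclear intensity, ex 405/em 500-530 nm.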
ATXN2 expr inh: ATXN2 expression inhibition | HEK-293 ATXN2-luciferase reporter, luminescence, 24 h | Potency, µM (doses to about 57 µM), inactives show at the top dose activity change, negative = inhibition, actives largely listed as inhibitors | 360,000 tested, 0.72% active; also: potency is read from the fitted curve at half-maximal effect; % is scaled to controls: 0 for no effect and ±100 for the full control effect; nearly all actives have a fitted effect of over 55% in size
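qHTS (up to 57 uM final) was run with 24 h compound exposure of reporter cells at 37 °C. Each well was multiplexed: SteadyGlo luminescence measured ATXN2-luciferase expression after a fluorogenic Gly-Phe-AFC viability readout (25 uM final).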
HT1080 IDH1KD tx: HT-1080 IDH1 knockdown cell toxicity (counter line) | HT-1080 IDH1 knockdown viability, ATP luminescence, 48 h | Potency, µM (top dose mostly 46.1 µM), inactives show at the top dose activity, negative = toxicity, usual class: cytotoxic | 360,000 tested, 2% active;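 also: potency is read from the fitted curve at half-maximal effect; 0% = DMSO wells and -100% = cell-free medium wells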
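% activity derives from luminescence (CellTiter-Glo), normalised to DMSO and no-cell wells. HT-1080-IDH1KD cells, 750/well, had 48 h compound exposure at 37 °C.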
HT1080-NT tox: kills 2HG-producing HT-1080-NT fibrosarcoma cells; HT-1080-NT fibrosarcoma viability, CellTiter-Glo ATP luminescence, 48 h; 360,000 tested, 1.6% active; Potency, µM (series often up to 46.1 µM), inactives show top-dose activity, negative = less viability, hits mostly cytotoxic;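 also: NT is the 2HG producing partner of a matched IDH1 knockdown line; potency is read from the fitted curve at half-maximal effect; 0% = DMSO-treated cells and -100% = media-only wells without cells; nearly all actives have a fitted effect of over 55% in size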
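Viability of the 2HG-overproducing fibrosarcoma line after 48 hours of compound exposure at 37 degrees C was determined by luminescence with CellTiter-Glo, and concentration-effect curves were then fitted and categorized.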
IL-1B inflam inh: blocks inflammasome-driven IL-1 beta release; THP-1 LPS/ATP IL-1B secretion, AlphaLISA, 16 h; active compounds read low; activity change, % at 57.5 µM; 360,000 tested, 4.7% active; AID 743279; in the data active = activity change below about -50%; inconclusive = mostly about -30% to -49%; also: % is scaled to controls: 0 for no effect and ±100 for the full control effect
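Secreted IL-1B measured by AlphaLISA bead assay after 16 h compound exposure of THP-1 cells; compounds (final up to 57.5 uM) added 1 h before LPS (250 ng/mL) and ATP (1.25 mM) stimulation; lower signal means less secretion.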
KB-V1 MDR tox: KB-V1 MDR subline cytotoxicity; KB-V1 MDR cells viability, CellTiter-Glo, 72 h; Potency, µM (top dose mostly 46.1 µM), without a hit: top-dose activity change, negative = cytotoxicity, usual class: cytotoxic; 400,000 tested, 3.4% active; also: potency is read from the fitted curve at half-maximal effect; % is scaled to controls: 0 for no effect and ±100 for the full control effect; nearly all actives have a fitted effect of over 60% in size
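Following 72 h at 37 degrees C with compound, KB-V1 cell viability was read by CellTiter-Glo luminescence, medium being phenol-red-free DMEM plus 10% FBS; concentration-response parameters came from normalized, curve-fitted qHTS data.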
An asterisk follows results filed as active; ? = inconclusive; . = not tested or not shown; [ ] = remark or other dose. Unless noted, calls follow the shape of the dose curve; as a rule, active = well fitted curve in the direction sought with a large enough effect; inconclusive = small, poorly fitted or top-dose-only effect, or another doubt; inactive = no such curve, though single readings can be large; an effect the other way counts as inactive or inconclusive.

The line under a structure holds: KB-3-1 tox, HT1080 IDH1KD tx, MCF10A rerep, ATXN2 expr inh, HT1080-NT tox, KB-V1 MDR tox, IL-1B inflam inh, SW480 rereplic, WRN helicase inh
> COC(=O)[C@@]1(Cc2ccc(F)cc2)[C@H]2c3cc(C(=O)N(C)C)n(C[C@H](O)CO)c3C[C@H]2CN1C(=O)c1ccccc1
  6%, 2%, 3%, 9%, -1%, 13%, -11, -2%, 6%
> O=C(c1cccs1)N1N=C(c2ccccc2)CC1c1ccccc1 (stereo unspecified)
  8%, 9%[9.24 µM], 2%, ?, -27%, 6%, -10, -1%, -12%[57.1 µM]
> Cc1ccccc1S(=O)(=O)/N=C(/c1ccccc1)N(C)C
  -1%, 0%, 5%, ., 0%, -2%, -10, -15%, 0%
> CCCCOc1ccccc1NC(=O)Cn1c(-c2nonc2N)nc2ccccc21
  4.6µM*, 1.3µM*, 0.79µM*, ?, 1.5µM*, 1.8µM*, 55, ?, 0%[57.1 µM]
> COc1ccccc1OCCCCN1CCN(c2ccccc2OC)CC1
  4%, -11%, 11%, -11%, -15%, -15%, -6, 3%, 2%[57.1 µM]
> Brc1ccc(-c2cn3cccnc3n2)cc1
  3%, -11%, -2%, 36%[activator], -24%, -3%, 0, -10%, -3%
> COc1ccc(N2CCN(C(=O)c3ccc(N(C)S(=O)(=O)c4ccc(C)cc4)cc3)CC2)cc1
  -22%, -16%, ?, -49%, -27%, ?, 0, -3%, 7%
> CCc1nnc(NS(=O)(=O)c2ccc(NC(=O)c3ccccc3OC)cc2)s1
  2%, 2%, -1%, ., 11%, 17%, 16, -23%, -4%
> Nc1nc2nonc2nc1N
  3%, 14%, ?, 0%, -20%, ?, 24, -136%[inhibitor], 2%
> COc1ccc(N=Cc2c[nH][nH]c2=O)cc1
  -3%, ?, 14%, -7%, -10%, 6%, 6, 12%, -3%
> CCN(CCCNC(=O)c1ccc2c(c1)NC(=O)CN2C)c1cccc(C)c1
  ?, ?, ?, ., ?, -4%, -98*, ?, -2%
> CN1CCN(c2nc(-c3ccccn3)nc3ccccc23)CC1
  4%, 7.9µM*, 23%, ?, 7.9µM*, 23µM*, -7, ?, 1%
> COc1cc(NS(=O)(=O)c2ccc(NC(=S)NC(=O)c3ccc(F)c(F)c3)cc2)nc(OC)n1
  3%, 9%, 3%, 9%, 9%, 12%, 38, -19%, -5%[57.1 µM]
> COCCNC(=S)N1C2CCC1CC(NC(=O)NC13CC4CC(CC(C4)C1)C3)C2 (stereo unspecified)
  0%, ?, 1%, 2%, 2%, -10%, 0, -3%, 1%
> CCOc1ccccc1Nc1ccc(C(=O)O)cc1NC(C)=O
  7%, 0%, -6%, 2%, 4%, -2%, 3, -3%, -3%
> Cc1cc(C)cc(C(=O)Oc2coc(CSc3nnc(NC(=O)C4CC4)s3)cc2=O)c1
  17%, -9%, 24%, 1%, -2%, ?, -2, -5%, -11%
> Cc1ccc2nsnc2c1NC(=O)COc1ccccc1
  4%, 14%, -24%, 1%, 2%, -6%, 3, 1%[1.84 µM], -2%[57.1 µM]
> CC1(C)Oc2ccc(C(=O)NC3CCCC3)cc2N(CC(=O)N2CCOCC2)C1=O
  4%, 0%, 0%, 3%, 11%, 8%, 32, -3%, -1%
> COc1ccc(N2CC(C(=O)NC3CCSC3=O)CC2=O)cc1 (stereo unspecified)
  17%, 5%, 1%, 2%, 4%, -1%, 21, 0%, 5%
> COc1cccc(OC)c1OCC(=O)Nc1ccc(S(=O)(=O)N2CCCC2)cc1
  4%, 1%, 1%, ., -22%, -28%, 15, -4%, -5%
> Cc1c(NC(=O)CN2C(=O)NC(C)(c3ccccc3Cl)C2=O)c(=O)n(-c2ccccc2)n1C (stereo unspecified)
  1%, 12%, -4%, -9%, 17%, 2%, 6, -13%, 1%
> Cc1cccc(-n2ncc3c(NCCCN4CCCC4=O)ncnc32)c1
  10%, -10%, -3%, 26%, 0%, -12%, -13, -8%, -6%
> CCN(CC)C(=O)COc1ccc(/C=C(\C#N)S(=O)(=O)c2ccccc2)cc1OC
  22%, 13%, 0%, -8%, -10%, ?, 13, -7%, -7%
> COC(C(=O)NC1CCCCCCC1)c1ccccc1 (stereo unspecified)
  -6%, 1%, 0%, -1%, 1%, 18µM*, 6, -72%[inhibitor], -3%
> CCOC(=O)c1oc2cccc(O)c2c1CN(Cc1ccccc1)C(C)=O
  5%, 5%, 1%, -9%, 12%, -23%, 36, 1%, 1%
> CCC(=O)c1ccc(OCC(O)CN2CCN(c3ccccn3)CC2)cc1 (stereo unspecified)
  6%, 7%, 11%, -9%, 10%, 7%, 3, 1%, -1%
> COc1ccc(N2CC(C(=O)N3CCOCC3)CC2=O)cc1 (stereo unspecified)
  6%, 14%, -14%, -9%, 16%, 5%, 1, -8%, 6%
> CCN(CCNS(=O)(=O)c1ccc2c(c1)oc(=O)n2C)c1ccccc1
  -2%, 1%, 0%, -19%, 4%, 0%, -12, -15%, 3%
> Cn1nc(C(C)(C)C)cc1N1C(=O)CCC1(C)C(=O)NC1CCCCC1 (stereo unspecified)
  0%, 2%, ., -1%, 21%, 19%, 37, ., -1%
> Cc1cc[n+](CC(=O)c2ccc3c(c2)OCCO3)cc1
  -9%, 11%, -2%, -32%, -5%, 3%, -14, 5%, 16%
> COc1ccc(C(=O)NC(=S)N2CC(C)OC(C)C2)cc1 (stereo unspecified)
  8%, 23%, -1%, -14%, 5%, 0%, 4, -2%, 7%
> CCCSc1cc(=O)n(-c2ccccc2)nc1C(=O)O
  7%, 3%, -1%, -3%, 19%, -13%, 13, 4%, 0%
> CSCC[C@H](NC(=O)c1cc([N+](=O)[O-])ccc1Cl)c1nc2ccccc2[nH]1
  3%, 2%, 6%, 11%, 1%, 2%, -3, -3%, 2%
> COc1cccc(NC(=O)c2ccccc2-c2nc(-c3ccc(Cl)cc3)no2)c1
  ?, -23%, 5%, 51%[activator], -6%, ?, -15, -5%, -16%
> COc1ccc(-n2nc(C(=O)NCC(=O)NCCC3=CCCCC3)c3ccccc3c2=O)c(OC)c1
  9%, 2%, ?, -4%, 13%, ?, 27, 2%, -3%
> Cc1cc(OC(=O)c2c(C)cc(OC(=O)c3c(C)cc(O)cc3O)cc2O)cc(O)c1C(=O)O
  ?, 6%, 3%, 3%, 0%, -3%, 3, 3%, -17%
> CCOC(=O)COc1cccc2c(=O)n(CC(N)=O)ccc12
  4%, 4%, 0%, -2%, 7%, 4%, -58*, -7%, -3%
> Cc1ccc(Cl)cc1N(CC(=O)NCc1ccccc1)S(C)(=O)=O
  -4%, -5%, -2%, 6%, -5%, -9%, -11, -4%, 1%
> Cc1ccc2oc(=O)n(CC(=O)OCCC(C)C)c2c1
  -5%, 16%, 1%, 3%, 10%, -6%, 9, ?, -8%
> CCc1[nH]nc(C(=O)N2CCCC(C(=O)c3cccc(OC(C)C)c3)C2)c1C (stereo unspecified)
  ?, -9%, 8%, -12%, -13%, -5%, ?, ?, -6%
> COC(=O)c1c(-c2cc(C)ccc2C)csc1NC(=O)C1CC=CCC1C(=O)O (stereo unspecified)
  -11%, -2%, 18%, -1%, 5%, -4%, 37, -1%, 7%
> O=C(Nc1ccc(S(=O)(=O)Nc2nccs2)cc1)/C(=C/c1ccccc1Cl)NC(=O)c1ccccc1
  ?, 6%, ?, 8%, 8%, 6%, -5, -2%, -26%[57.1 µM]
> O=C(NCc1ccco1)c1ccc2c(c1)C(=O)N(Cc1ccccc1)C2=O
  1%, 13%, -1%, 0%, 2%, -1%, 3, -12%, -3%
> Cc1ccc2nc(NC(=O)Cn3nc(C)c([N+](=O)[O-])c3C)sc2c1
  -4%, -17%, 7%, 1%, -11%, 0%, 5, -2%, -6%
> O=C(Nc1ccccc1[N+](=O)[O-])c1cc2ccccc2nc1Cl
  -2%, 3%, 22%, 0%, 23%, ?, 55, 1%, 18%
> CC(=O)c1cccc(NC(=O)c2ccc(NS(=O)(=O)c3c(C)noc3C)cc2)c1
  0%, -3%, 8%, 2%, -3%, 2%, 28, -6%, 3%[57.1 µM]
> C[C@@H]1CN([C@H](C)CO)C(=O)CCCn2nncc2CO[C@H]1CN(C)S(=O)(=O)c1ccc(Oc2ccccc2)nc1
  14%, 2%, ., 14%, -3%, 10%, -19, ., -5%
> O=C(CCC(=O)N1CCOc2ccc(Cl)cc21)NCc1ccccc1
  2%, 5%, 15%, -3%, 0%, 0%, -4, -10%, 4%
> O=C(Nc1nc(-c2cccc3ccccc23)cs1)c1ccc2c(c1)S(=O)(=O)c1ccccc1C2=O
  -11%, -20%, 3%, 20%, ?, -20%, 22, ?, -10%
> Cc1ccccc1NC(=O)CSCc1nc(N)nc(Nc2ccccc2C)n1
  4%, -11%, -5%, ., -10%, -29%, -13, 6%, -2%
> CSc1ccc(S(=O)(=O)NCc2ccc(Cl)cc2)cc1
  -46%, -17%, -2%, 1%, 9%, 23µM*, -14, -7%, 2%
> NC(=O)c1cc([N+](=O)[O-])ccc1NCc1ccccn1
  0%, -6%, ?, -3%, 0%, ?, 23, 2%, 0%
> C=CCN1C(=O)N(CC=C)c2cccc3cccc1c23
  9%, -5%, 2%, -1%, -3%, 0%, 50, -13%, -5%
> CC(=O)Nc1ccc(S(=O)(=O)NCC(=O)OCC(=O)N2CCc3ccccc32)cc1
  -2%, 0%, -1%, 0%, 1%, 0%, 19, -4%, 1%[57.1 µM]
> Cc1ccc(NC(=O)N(Cc2cccnc2)Cc2ccco2)cc1C
  -6%, -25%, 4%, -10%, 6%, -17%, -10, 0%, 11%
> COc1cc(Cl)c(C)cc1NC(=S)NN
  9%, 18%, ?, 8%, 12%, ?, 32, -2%, -5%
